FBW7 activator: human FBW7 E3 ligase activation, primary screen; Q969H0; AlphaScreen FBW7–phospho-cyclin E peptide binding, activator screen; normalized activity (activation), % at 26.1 µM; actives 0.13% (n = 650,000); AID 1259310; in the data active = normalized activity above about 1.9%;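 also: purified mutant Fbw7 with reduced substrate affinity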
MITF primary: inhibitors of human MITF; inhibition, % at 2.6 µM; AlphaScreen MITF homodimerization, bead proximity signal; O75030; actives 0.91% (n = 650,000); AID 1259374; in the data active = inhibition above about 50%;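 also: 0% = vehicle wells with protein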
Target sequence (O75030 whole entry, looked up): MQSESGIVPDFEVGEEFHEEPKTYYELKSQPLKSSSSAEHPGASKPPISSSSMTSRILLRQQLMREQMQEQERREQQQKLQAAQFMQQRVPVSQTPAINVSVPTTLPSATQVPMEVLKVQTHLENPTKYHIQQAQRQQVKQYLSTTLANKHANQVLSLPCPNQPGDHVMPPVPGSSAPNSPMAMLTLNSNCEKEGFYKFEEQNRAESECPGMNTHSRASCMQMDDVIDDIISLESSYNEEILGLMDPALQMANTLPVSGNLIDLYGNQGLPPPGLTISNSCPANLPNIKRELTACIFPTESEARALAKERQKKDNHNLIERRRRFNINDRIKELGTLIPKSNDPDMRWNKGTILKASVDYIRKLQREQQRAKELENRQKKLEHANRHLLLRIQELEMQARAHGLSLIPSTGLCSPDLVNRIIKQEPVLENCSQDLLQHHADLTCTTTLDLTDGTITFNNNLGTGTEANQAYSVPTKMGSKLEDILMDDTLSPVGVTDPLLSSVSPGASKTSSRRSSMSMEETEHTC
TEAD-YAP inh: TEAD-YAP interaction inhibition. HEK-TIYL cells, TEAD-Gal4/YAP UAS-luciferase luminescence. inhibition, % at 9.12 µM. actives 1.4% (n = 640,000); in the data active = inhibition above about 32%;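 also: 0% = median of test compound wells and 100% = reference inhibitor wells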
GPR151 activ: activators of human GPR151; PathHunter beta-arrestin GPR151 cells, luminescence; actives 1% (n = 650,000); activation, % at 11.2 µM; in the data active = activation above about 4.9%;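 also: 0% = median of compound wells and 100% = cells with positive control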
Target sequence (Q8TDV0 whole entry, looked up): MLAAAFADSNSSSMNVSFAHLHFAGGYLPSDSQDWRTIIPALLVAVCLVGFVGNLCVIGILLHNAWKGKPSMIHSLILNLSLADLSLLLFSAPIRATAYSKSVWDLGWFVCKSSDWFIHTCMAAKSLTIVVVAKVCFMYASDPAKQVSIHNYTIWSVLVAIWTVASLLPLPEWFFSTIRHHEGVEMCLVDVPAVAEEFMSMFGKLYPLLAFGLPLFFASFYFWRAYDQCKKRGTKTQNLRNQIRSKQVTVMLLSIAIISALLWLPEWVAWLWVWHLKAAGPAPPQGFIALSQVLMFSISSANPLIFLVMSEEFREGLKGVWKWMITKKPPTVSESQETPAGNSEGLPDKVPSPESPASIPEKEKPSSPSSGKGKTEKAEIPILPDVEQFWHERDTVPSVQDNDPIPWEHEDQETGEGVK
* marks the source's active call; other numbers are inactive results; & = joins results of further samples.

Values run as follows: FBW7 activator	MITF primary	TEAD-YAP inh	GPR151 activ
> Nc1nc(Nc2cnccn2)cc(NC2CCN(Cc3ccccc3)CC2)n1
→ -0.1	-6	1	0.2
> O=C(Nc1ccccc1C(=O)N1CCN(c2ccccc2)CC1)c1cccc(S(=O)(=O)N2CCCCCC2)c1
→ 0.2	15	0	0.0
> Cc1ccc(OCC(=O)O/N=C(\N)c2ccc(Cl)cc2)cc1C
→ 0.5	9	-10	0.5
> CCOc1ccc(-c2nc3cc(NC(=O)COc4cccc(C)c4)ccc3o2)cc1
→ 1.3	14	-9	-1.2
> O=C(O)c1ccc2c(c1)C(=O)N(c1cc(C(F)(F)F)ccc1Cl)C2=O
→ -0.1	-13	-7	0.5
> Cc1nc2nc(SCC(=O)Nc3cccc(Cl)c3C)nn2c(C)c1Cc1ccccc1Cl
→ 0.2	8	8	-0.9
> CN(CCCNC(=O)c1ccc2c(=O)n(Cc3ccc(Cl)cc3)c(=S)[nH]c2c1)Cc1ccccc1
→ 0.3	9	7	0.0
> NC(=O)c1cccc(Nc2nccc3ccccc23)c1
→ 0.5	8	-7	0.7
> Cc1nc2c([N+](=O)[O-])cc(Br)cc2c(=O)[nH]1
→ 0.8	1	5	0.9
> COc1ccc(CSc2nc(C)cc(-c3cccnc3)c2C#N)cc1
→ 0.3	14	-5	1.9
> Cc1cccc(C)c1Oc1ccc([N+](=O)[O-])cc1
→ -0.1	-7	2	-0.5
> COc1ccc2cc(S(=O)(=O)n3cnc(C)c3)ccc2c1
→ 1.0	18	7	-1.4
> COCCN(C(=O)CNC(=O)c1cccs1)C(C(=O)NC(C)(C)C)c1ccccc1 (stereo not drawn)
→ -0.1	-4	-1	1.7
> O=[N+]([O-])c1ccc(S(=O)(=O)N2CCc3[nH]c4ccccc4c3C2)cc1
→ -0.2	1	-2	0.0
> CCOC(=O)c1cccc(NC(=O)Cc2ccc(Br)cc2)c1
→ 0.0	2	-39	0.7
> CCCCCn1c(CN2CCc3ccccc3C2)nc2c1c(=O)n(C)c(=O)n2C
→ 0.4	15	3	0.4
> O=C(NCC1Cc2cc(Cl)cc(-c3ccncc3)c2O1)c1cccc(N2CCCC2=O)c1 (stereo not drawn)
→ -0.2	-3	0	0.4
> COc1ccc(C(=O)NCc2nc(-c3ccncc3)n[nH]2)cc1
→ -0.2&0.0	-5&13	7&7	-0.1&-0.9
> CCOC(=O)c1c(N2C(=O)C3ON(c4ccccc4C)C(c4cccs4)C3C2=O)sc2c1CCCC2 (stereo not drawn)
→ 0.1	0	-1	-0.3
> CCN1CCN(C(=O)CCc2nnc(-c3ccc(C(C)=O)s3)o2)CC1
→ -0.1	-10	14	1.5
> Cc1cccc(-n2c(CNC(=O)c3ccc(S(=O)(=O)N4CCCCC4)cc3)n[nH]c2=S)c1
→ 0.2	17	-2	-0.1
> COc1ccc(C(=O)NCC23CCC4CC(CC(C4)C2)C3)cc1
→ 0.0	2	1	-0.1
> CC(C)c1ccc(N(CC(=O)O)S(=O)(=O)c2cccnc2)cc1
→ 0.2	13	-1	-0.2
> CC(=O)Nc1ccc(C(=O)OCc2ccccc2Br)cc1
→ -0.1	-15	-1	-1.2
> CCN1C(=O)/C(=C/c2ccc(OC)c(OC)c2)S/C1=N/S(=O)(=O)c1ccc(C)cc1
→ 0.0	-14	5	-0.1
> CC(=O)N1CCN(C(=S)Nc2ccc(C)c(Cl)c2)CC1
→ 0.0	4	-4	0.0
> Cc1cccc(Cn2ccn(-c3ccccc3)c(=O)c2=O)c1
→ -0.2	12	-3	-0.5
> C=CCN1C(=O)NC(=O)/C(=C\c2cc(Br)ccc2OC)C1=O
→ -0.7	0	5	2.8
> CCOC(=O)c1cc(-c2ccccc2)sc1NC(=O)CSc1nnc2ccccn12
→ 0.0	1	-20	0.6
> COc1ccc(CCNC(=O)CCCn2c(SCC(=O)c3ccc(F)cc3)nc3cc4c(cc3c2=O)OCO4)cc1OC
→ 0.4	11	-9	4.3
> CC(=O)Oc1cc(OC(C)=O)c2c(c1)O[C@H](c1ccc(OC(C)=O)c(OC(C)=O)c1)[C@H](OC(C)=O)C2
→ -0.1&0.0	-1&21	3&-9	0.7&-2.2
> Cc1ccc(C(=O)O)cc1Nc1nc2ccccc2n2c(C)nnc12
→ 0.0	1	4	0.1
> CC1(C)C(=O)NCCN1C(=O)C1CCCCN1S(=O)(=O)c1cccs1 (stereo not drawn)
→ 0.0	1	3	0.2
> O=C(COC(=O)CNC(=O)c1ccc(F)cc1)Nc1ncc(C(F)(F)F)cc1Cl
→ 0.3	0	1	-1.4
> CC1Cc2ccccc2N1C(=O)CSc1nnc(CNc2ccc(F)cc2)o1 (stereo not drawn)
→ 0.0	-1	11	4.8
> COc1ccc(CCNC(=O)c2sc3ncn(CC(=O)N4CC(C)CC(C)C4)c(=O)c3c2C)cc1OC (stereo not drawn)
→ 0.6	1	-11	-1.4
> COc1ccc(Cl)cc1/C=C1/C(=O)NN(c2ccc(Br)cc2)C1=O
→ 0.1	11	10	-0.7
> O=C(COC(=O)c1ccccc1NCCO)c1ccc(Cl)s1
→ -0.1	1	-18	-1.8
> O=C1c2ccccc2-c2nc3ccccc3cc21
→ -0.2	-2	-27	-6.0
> CC(C)=CCN1CCc2nnc(CCNC(=O)C(C)C)n2CC1
→ 0.3	-6	-31	-0.5
> CC(C)CCN1CCN(Cc2ccc(C#CCCO)cc2)CC1CCO (stereo not drawn)
→ -0.1	1	-2	-0.9
> N#CC1=C2SCC(O)(c3ccc(F)cc3)N2C(=O)CC1c1ccccc1F (stereo not drawn)
→ 0.5	15	4	-1.5
> CC(C)(C)OC(=O)N1CCC[C@@H]1C(=O)c1cccs1
→ -0.1	-3	-4	-1.1
> COc1ccc(N2CC(C(=O)OCC(=O)Nc3cccc(Cl)c3Cl)CC2=O)cc1 (stereo not drawn)
→ 0.8	7	16	3.4
> CC(Cc1cccs1)NC(=O)c1ccccc1Br (stereo not drawn)
→ 0.3	14	8	-3.5
> CC(C)(C)C(=O)NC(C#N)=C(Cl)Cl
→ 0.0	3	1	1.7
> CC(C)[C@@H](Cn1nc(-c2cccs2)ccc1=O)NC(=O)C1CC1
→ -0.1	-6	1	0.3
> COc1ccc(N2C(=O)NC(=O)/C(=C/c3ccc(O)c([N+](=O)[O-])c3)C2=O)cc1
→ 0.0	-2	9	-0.5
> Cn1c(=O)c2c(nc(NCc3ccc4c(c3)OCO4)n2C)n(C)c1=O
→ 1.4	12	5	-1.2
> CC(=O)c1ccc(NC(=O)c2sc3nc(-c4ccc(F)cc4)cn3c2C)cc1
→ 0.0	7	-2	-0.3
> COc1cccc(NC(=S)NC(C)(C)C)c1
→ -0.1	-7	-3	-0.9
> Cc1nc(CCNC(=O)CC2C(=O)NCCN2Cc2ccccc2F)sc1C (stereo not drawn)
→ -0.2	-4	-1	-2.0
> CCOC(=O)Cc1cnc(NC(=O)CSc2nc(C)cc(C)n2)s1
→ 0.0	-1	9	-0.3
> O=C1C(=O)N(c2ccccn2)C(c2ccc(Cl)cc2)/C1=C(\O)c1ccc(Cl)cc1 (stereo not drawn)
→ 0.3	1	-3	-0.6
> Cc1nc(NCCNC(=O)Cc2noc3ccccc23)cc(-n2ccnc2C)n1
→ -0.1	3	13	0.0
> CCCCNC(=O)c1nc2ncc(Br)cn2n1
→ 0.1	0	0	0.9
> COc1ccc(-c2cnc(S(=O)CC(=O)Nc3cc(C)cc(C)c3)n2C)cc1 (stereo not drawn)
→ 0.4	4	3	-2.3
> Cc1ccc(NC(=O)C(=O)NCc2ccc(/C=C(/C#N)C(=O)NCc3cccnc3)o2)cc1
→ 0.2	17	-2	0.0
> Cc1csc(SCC(=O)NCC2Cc3cccc(-c4cnccn4)c3O2)n1 (stereo not drawn)
→ 0.0	-5	2	-0.8
> Cn1c(SCC(=O)NCc2ccccc2)nnc1-c1cc(Br)ccc1O
→ -0.1	21	-2	-0.8

Further structures follow:
SMILES | FBW7 activator | MITF primary | TEAD-YAP inh | GPR151 activ
Cc1cc(C=C(C#N)C#N)c(C)n1-c1ccc(Cl)c(C(=O)O)c1 | 0.1 | 12 | -6 | -0.8
CC1CCN(C(=O)CC2(c3cccc(F)c3)CC(=O)N(C3CCCC3)C2=O)CC1 (stereo not drawn) | -0.3 | -15 | -19 | 1.3
COCCCNc1nc(-c2cccc(Cl)c2)nc2ccccc12 | -0.2 | 2 | 12 | -0.1
Cc1ccc([N+](=O)[O-])cc1NC(=O)c1cc2ccccc2oc1=O | 0.0 | 1 | -6 | -0.7
O=C(Nc1ccc(OC(=O)N2CCOCC2)cc1)N1CCOCC1 | 0.0 | -4 | 0 | 1.1
O=C(NCCCN1CCCCC1)C1CCC(=O)N1CCc1ccccc1 (stereo not drawn) | 0.0 | 7 | 2 | 2.0
CN(C)c1ccc(Nc2nc(-c3ccc(Cl)cc3)cs2)cc1 | -0.3 | 4 | -39 | 0.9
CCc1ccccc1NC(=O)CSc1nc2c(sc(=S)n2-c2ccc(C)c(C)c2)c(=O)n1-c1ccc(C)cc1 | -0.2 | -4 | -10 | -0.3
CC(=O)c1ccccc1-c1ccc(C(=O)N2CCN(C)CC2)c(NCC2CC2)n1 | -0.1 | 4 | 2 | -0.8
CN(C)c1ccc(/C=C2\CCC=C2N2CCOCC2)cc1 | 0.8 | 21 | -31 | -0.2
CC(NC(=O)c1ccco1)c1nnc2n1CCN(Cc1cccc(C(F)(F)F)c1)CC2 (stereo not drawn) | -0.1 | -14 | 1 | -1.0
CCCCNC(=S)N/N=C(\C)c1ccc2c(c1)OCO2 | -0.2 | 2 | 2 | 2.6
CC(N=Cc1nc(-c2ccccc2)oc1O)c1ccccc1 (stereo not drawn) | 0.5 | 13 | -6 | -0.7
O=C(c1ccccc1)N(CCCO)Cc1cc2cc3c(cc2[nH]c1=O)OCCO3 | 0.0 | 11 | -3 | 0.1
O=C(CCN1C(=O)c2cccc3cccc(c23)C1=O)N1CCN(c2ncccn2)CC1 | 0.1 | 10 | 5 | 2.6
O=S(=O)(NCc1ccc2c(c1)OCO2)c1cccc2nonc12 | 0.3 | 8 | 9 | 0.5
C(=C\c1ccccc1)/CSc1nnc2c(n1)[nH]c1ccccc12 | -0.1 | 5 | 2 | 0.9
O=C(NC(Cc1ccccc1)C(=O)O)c1cccs1 (stereo not drawn) | 0.1 | -1 | 3 | 0.6
CCN(CC)S(=O)(=O)c1cccc(NC(=O)c2cc(F)c(F)cc2Cl)c1 | 0.0 | -15 | -1 | 0.1
COc1ccccc1NC(=O)C1=C(C)NC2=C(C(=O)CCC2)C1c1ccc(O)cc1 (stereo not drawn) | 0.3 | 4 | 1 | 1.3
COC(=O)C(C)n1cnc2ccccc21 (stereo not drawn) | 0.9 | 21 | 3 | 0.0
CCOC(=O)c1ccc(N2C(=O)c3ccccc3NC2c2ccccc2)cc1 (stereo not drawn) | 0.3 | 14 | -59 | -1.9
Clc1ccc(N2CCN(Cc3ccsc3)CC2)cc1 | 0.0 | 49 | -5 | 0.2
O=C(Cn1[nH]c(=O)c2ccccc2c1=O)Oc1ccc2c(c1)OCO2 | 0.0 | 19 | -2 | -1.4
CCOC(=O)c1ccc(N2Cc3ccccc3C2)cc1 | 0.1 | -13 | -34 | -3.2
Cc1ccc(Nc2cccc3cccc(S(N)(=O)=O)c23)cc1 | -0.3 | 0 | 7 | 0.4
C=CCN(c1ccccc1)S(=O)(=O)c1ccc(N2C(=O)c3ccccc3C2=O)cc1 | 0.0 | 9 | -6 | -1.4
Nc1cccc(-c2cnc3ccc(NCCCO)nn23)c1 | 0.1 | -17 | 27 | 0.3
CC(=O)c1cccc(N2C(=S)NC(C)(C)C=C2C)c1 | -0.2 | -4 | 0 | -1.2
COc1ccc(CNC(=O)CN(CCc2ccccc2)S(=O)(=O)c2ccc(Br)cc2)cc1 | 0.1 | -7 | 4 | 1.0
COc1ccc(C2CC(=O)NC3=C2C(=O)CC(c2ccccc2Cl)C3)c(OC)c1 (stereo not drawn) | 0.1 | 7 | -5 | 0.9
CC(=O)c1sc(-c2c(C)nc3sccn23)nc1-c1ccccc1 | 0.0 | -5 | -2 | -0.9

Results in FBW7 activator (two entries from above):
Compound	FBW7 activator
CC(C)=CCN1CCc2nnc(CCNC(=O)C(C)C)n2CC1	0.3
CC(C)CCN1CCN(Cc2ccc(C#CCCO)cc2)CC1CCO (stereo not drawn)	-0.1

In the list so far, 10 contain fluorine:
SMILES | FBW7 activator | MITF primary | TEAD-YAP inh | GPR151 activ
O=C(O)c1ccc2c(c1)C(=O)N(c1cc(C(F)(F)F)ccc1Cl)C2=O | -0.1 | -13 | -7 | 0.5
COc1ccc(CCNC(=O)CCCn2c(SCC(=O)c3ccc(F)cc3)nc3cc4c(cc3c2=O)OCO4)cc1OC | 0.4 | 11 | -9 | 4.3
O=C(COC(=O)CNC(=O)c1ccc(F)cc1)Nc1ncc(C(F)(F)F)cc1Cl | 0.3 | 0 | 1 | -1.4
CC1Cc2ccccc2N1C(=O)CSc1nnc(CNc2ccc(F)cc2)o1 (stereo not drawn) | 0.0 | -1 | 11 | 4.8
N#CC1=C2SCC(O)(c3ccc(F)cc3)N2C(=O)CC1c1ccccc1F (stereo not drawn) | 0.5 | 15 | 4 | -1.5
CC(=O)c1ccc(NC(=O)c2sc3nc(-c4ccc(F)cc4)cn3c2C)cc1 | 0.0 | 7 | -2 | -0.3
Cc1nc(CCNC(=O)CC2C(=O)NCCN2Cc2ccccc2F)sc1C (stereo not drawn) | -0.2 | -4 | -1 | -2.0
CC1CCN(C(=O)CC2(c3cccc(F)c3)CC(=O)N(C3CCCC3)C2=O)CC1 (stereo not drawn) | -0.3 | -15 | -19 | 1.3
CC(NC(=O)c1ccco1)c1nnc2n1CCN(Cc1cccc(C(F)(F)F)c1)CC2 (stereo not drawn) | -0.1 | -14 | 1 | -1.0
CCN(CC)S(=O)(=O)c1cccc(NC(=O)c2cc(F)c(F)cc2Cl)c1 | 0.0 | -15 | -1 | 0.1
